IkB signaling = IkB pathway inhibition in ABC-DLBCL cells. 110,000 compounds, 0.04% hits. Potency, µM (doses to about 57.1 µM), inactives show top-dose IkBa stabilization activation. ABC-DLBCL IkBa-CBG/CBR dual luciferase ratio, 4 h; response scale: scaled: untreated 0%, proteasome inhibitor 100%; active = well fitted curve in the direction sought with a large enough effect in the signal ratio, not every such curve was filed as active; inconclusive = small, poorly fitted or top-dose-only effect, or a change in a side signal; the % refers to the signal ratio;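 also: the direction sought is a rising ratio; 0% = basal untreated cells and 100% = reference inhibitor full response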
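Luminescence ratio of IκBα-fused green versus native red beetle luciferase in OCI-Ly3 cells, 4 h post-doxycycline with compound; red signal alone, scaled from basal (0%) to zero light (-100%), flagged nonspecific or cytotoxic effects.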
p53ts 39C tox = kills p53ts cells at the nonpermissive temperature; H1299-p53A138V viability at 39C, ATP luminescence, 24 h; 130,000 compounds, 1.5% hits; Potency, µM (doses to about 46.1 µM), without a hit: at the top dose activity change, negative = cell killing, most hits filed as cytotoxic; also: nearly all actives have a fitted effect of over 55% in size
Peg3 imprint = genomic imprint erasure induction | 110,000 compounds, 0.02% hits | mouse ES Peg3-LacZ reporter, beta-gal luminescence, 40 h | Potency, µM (series often up to 60.7 µM), for the others: at the highest dose activity change, positive = activation, usual class: activators;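 also: 0% = negative control wells on the plate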
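Each well holds 300 Peg3LacZ-Neo (maternal) female ES cells incubated 40 h at 37C, 5% CO2. LacZ is measured by BetaGlo luminescence, with AC50 and maximum efficacy derived from dose-response curves.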
p53ts 32C tox = kills p53ts cells at the permissive temperature; Potency, µM (doses to about 46.1 µM), without a hit: top-dose activity change, negative = cytotoxicity, most hits filed as cytotoxic; H1299-p53A138V at 32C, ATP luminescence viability, 24 h; AID 924; 130,000 compounds, 0.93% hits;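 also: 0% = DMSO and -100% = full killing by reference compound; nearly all actives have a fitted effect of over 55% in size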
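Cells: H1299 p53ts (A138V), 600/well, pre-incubated 16–30 h at 37C. Cpd up to 46 uM, 24 h, 32C. Readout: ATPlite luminescence, 20 min RT. Normalization: DMSO vs tamoxifen 100 uM. AC50 by Hill equation.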
* hit, by the source's call; u = inconclusive; x = not tested or not shown; & = joins results of further samples; [ ] = remark or other dose. Unless noted, calls follow the shape of the dose curve; as a rule, active = well fitted curve in the direction sought with a large enough effect; inconclusive = small, poorly fitted or top-dose-only effect, or another doubt; inactive = no such curve, though single readings can be large; an effect the other way counts as inactive or inconclusive. Unless noted, % is scaled to controls: 0 for no effect and ±100 for the full control effect; potency is read from the fitted curve at half-maximal effect.

SMILES	IkB signaling	p53ts 39C tox	Peg3 imprint	p53ts 32C tox
CCCCN(CC)C(=O)Cn1cc2c(n1)-c1c(oc(C(=O)N3CCCC3)c1C)CC2	u	-11%	-12%[10.9 µM]	1%
CS(=O)(=O)N1CCC(C(=O)Nc2c(F)cccc2F)CC1	u	-5%	0%	-8%
O=S(=O)(Nc1cccc(C(F)(F)F)c1)c1ccc(NS(=O)(=O)c2ccc3c(c2)OCCO3)cc1	u	-5%	-4%[10.9 µM]	6%
CCCCN(C)CCCNC(=O)Cn1ncc2c3ccccc3n(Cc3ccccc3)c2c1=O	1.0%	-13%	-17%[10.9 µM]	0%
Cc1ccccc1NC(=O)CSc1nnc(-c2cccs2)o1	0.7%	0%	-10%[10.9 µM]	3%
O=C(Cn1c(=O)[nH]n(-c2ccccc2)c1=O)N1CCCc2ccccc21	0.9%	12%	-4%	-1%
CCOC(=O)N1CCN(C(=O)CSc2nnc(-c3cccc(Cl)c3)o2)CC1	-1.2%	13%	-3%	-4%
COc1ccc(CCCc2nnc(SCC(=O)Nc3ccc(C)cc3C)o2)cc1	u	0%	-6%[10.9 µM]	-3%
COc1cc(Cl)c(C)cc1NC(=O)Cn1ncc2c1-c1cc(C)ccc1OC2	-3.8%	13µM*	-9%[10.9 µM]	-3%
CC(=O)N[C@@H](c1ccccc1)[C@]1(C)C[C@H]1[C@@H](C)C(=O)Nc1ccc2ccccc2c1	x	-16%	-8%	u
CCOc1ccccc1NC(=O)CSc1nnc2[nH]c(=O)cc(C)n12	20%	-9%	-11%[10.9 µM]	8%
COC(=O)Cc1c(C)nc2nc(-c3ccccc3)[nH]n2c1=O	15%	-8%	-37%[inhibitor]	-24%
O=C(c1ccc2c(c1)N(Cc1ccc(F)cc1)C(=O)c1ccccc1S2=O)N1CCC(Cc2ccccc2)CC1 (stereo unspecified)	u	-17%	-21%[10.9 µM]	-1%
Cc1ccc(NC(=O)CN(C)C(=O)CN2C(=O)NC(C)(c3ccccc3)C2=O)cc1 (stereo unspecified)	-0.1%	-6%	3%	-14%
CCOC(=O)CCNC(=O)c1ccccc1Br	-3.5%	14%	10%	-5%

Sorted by count of non-hydrogen atoms (largest number first): part of the list above
SMILES	IkB signaling	p53ts 39C tox	Peg3 imprint	p53ts 32C tox
CCCCN(C)CCCNC(=O)Cn1ncc2c3ccccc3n(Cc3ccccc3)c2c1=O	1.0%	-13%	-17%[10.9 µM]	0%
CCCCN(CC)C(=O)Cn1cc2c(n1)-c1c(oc(C(=O)N3CCCC3)c1C)CC2	u	-11%	-12%[10.9 µM]	1%
O=C(Cn1c(=O)[nH]n(-c2ccccc2)c1=O)N1CCCc2ccccc21	0.9%	12%	-4%	-1%
Cc1ccccc1NC(=O)CSc1nnc(-c2cccs2)o1	0.7%	0%	-10%[10.9 µM]	3%
CCOC(=O)CCNC(=O)c1ccccc1Br	-3.5%	14%	10%	-5%

(listing goes on)
SMILES	IkB signaling	p53ts 39C tox	Peg3 imprint	p53ts 32C tox
O=C(COC(=O)c1ccccc1O)Nc1ccc(OC(F)F)cc1	3.1%	-16%	-12%	-12%
Cc1ccc2nc(/C(C#N)=C/c3ccc(-c4cccc(Cl)c4)o3)[nH]c2c1	u	4µM*	-7%[10.9 µM]	u
O=C(c1ccncc1)N1CCC2(CC1)CN(Cc1cc(C(F)(F)F)cc(C(F)(F)F)c1)C2	1.0%[11.4 µM]	-1%	x	-6%
CCCOc1ccc(C(=O)N2CCC(c3nc4ccccc4s3)CC2)cc1	u	12%	6%[10.9 µM]	2%
N=C(N)SCc1cccc2c(=O)cc(-c3ccccc3)oc12	1.4%[11.4 µM]	12%[9.22 µM]	u	-8%[9.22 µM]
C[C@H](NC(=O)/C(C#N)=C/c1ccc(O)c(O)c1)c1ccccc1	u	41%[activator]	-15%&-18%	-8%
Cn1nc(CC(=O)Nc2ccc3c(c2)CCC3)c2ccccc2c1=O	0.4%	7%	-18%	-3%
CCN(Cc1ccccc1)C(=O)CN1C(=O)COc2ccc(S(=O)(=O)N3CCCCCC3)cc21	-1.3%	-13%	-7%[10.9 µM]	10%
CC(=O)c1nn(-c2ccc(Br)cc2)cc1C(=O)c1ccco1	x	-2%	x	6%
CSc1nnc(NC(=O)C2CCCCC2)s1	4.3%	-5%	-13%	-1%
O=c1oc2ccccc2c(N2CCN(c3ccccc3F)CC2)c1CN1CCCC1	u	8%	-9%[10.9 µM]	-5%
COc1cccc(CN2C(=O)c3ccccc3Sc3ccc(C(=O)NCCc4ccc(C)cc4)cc32)c1	-3.2%	43%[activator]	-9%[10.9 µM]	6%
Cc1ccc2c(=O)c(C(=O)c3ccccc3)cn(CC(=O)Nc3ccc4c(c3)OCCO4)c2n1	1.6%	11%	6%[10.9 µM]	-2%
N#C/C(=C(\O)c1ccco1)c1ccccn1	-0.5%	-16%	-26%	-6%
CC(=O)Nc1cc2nn(-c3ccccc3)nc2cc1Cl	-2.6%	-28%	x	u
Cn1c(=O)n(C)c2cc(NC(=O)CSc3nnc(-c4ccccc4O)n3-c3ccccc3)ccc21	7.4%	-1%	-26%	5%
CCC(NC(=O)c1ccccc1O)c1ccccc1 (stereo unspecified)	u	17%	-21%	7%
CCC(=O)Nc1cccc(NC(=O)CSc2nnnn2C)c1	1.1%	6%	-2%	7%
Cc1ccc(S(=O)(=O)c2nc(-c3ccc(F)cc3)oc2N2CCN(c3ccccc3)CC2)cc1	0.0%	14%	-4%[10.9 µM]	12%
CC(C)(C)C(=O)Nc1ccc(-c2nc3ccc(NC(=O)C(C)(C)C)cc3[nH]2)cc1	-6.1%	u	-13%[10.9 µM]	7.9µM*
COc1ccc(CNc2nc(-c3ccco3)nn2S(=O)(=O)c2ccc(Cl)cc2)cc1OC	u	-16%	-8%[10.9 µM]	4%
Cc1ccc(Cl)cc1N1CCN(S(=O)(=O)c2c(C)[nH]c(=O)[nH]c2=O)CC1	0.3%	-10%	-12%	1%
O=c1c2cc(Cl)ccc2nc2ccc(N3CCCC3)nn12	0.2%	-11%	-2%	-14%
Cc1ccc(C2C(C(=O)c3cc4ccccc4o3)=C(O)C(=O)N2CCN2CCOCC2)o1 (stereo unspecified)	-1.4%	4%	-35%[inhibitor]	1%
CC(=NCC1CCCO1)C1=C(O)CC(C)(C)CC1=O (stereo unspecified)	x	6%	x	-15%
Cc1ccc(C)c(NC(=O)CSc2ncc(S(=O)(=O)c3ccc(C)c(Cl)c3)c(=O)[nH]2)c1	u	-14%	-4%[10.9 µM]	6%
COc1ccc(C(=O)C2CCN(C(=O)c3ccco3)CC2)cc1	0.7%	-7%	-11%	7%
O=C(Cn1c(=O)n(-c2ccccc2)c(=O)c2c3c(sc21)CCCC3)Nc1ccc(F)cc1	u	u	-3%[10.9 µM]	-4%
Cc1cc(NC(=O)Cn2nc(C)n3cccc3c2=O)ccc1Br	u	21%	-22%[10.9 µM]	8%
N#CC1=C2SCN(Cc3ccccc3)CN2C(=O)CC1c1cccs1 (stereo unspecified)	2.9%	-2%	-20%	-7%
CS(=O)(=O)N1CCC(C(=O)NCC2CCCO2)CC1 (stereo unspecified)	-0.7%	17%	16%	7%
CC1=C(C(=O)OC(C)C)C(/C=C/c2ccccc2)NC(=O)N1 (stereo unspecified)	1.1%	-3%	3%	3%
O=C(NCCCN1CCOCC1)c1coc2ccccc2c1=O	0.6%	-1%	-7%	-6%
COc1ccccc1S(=O)(=O)Cc1ccc(C(=O)NCc2cccnc2)o1	-2.9%	2%	-9%	-11%
CC(=O)c1cccc(NC(=O)C2CCN(S(=O)(=O)c3c(C)n[nH]c3C)CC2)c1	-5.2%	0%	u	12%
Cc1cc(NC(=O)CSc2nnc(C3CC3)n2C)no1	2.7%	-3%	-2%	4%
COc1ccccc1CNC(=O)CCn1cnc2ccccc2c1=O	1.0%	-21%	19%[10.9 µM]	4%
CCc1cc(C(=O)Cc2cnn(-c3ccccc3)c2)c(O)cc1O	u	29%	-13%	73%[activator]
CC1(C)C(c2cccs2)=NC(c2ccccc2)N1O (stereo unspecified)	1.5%	3%	-10%	3%
COc1ccccc1N1CCN(c2ncc3c(n2)CCN(Cc2ccccc2F)C3)CC1	0.8%	-5%	-5%[10.9 µM]	3%
Cc1nc2cc(NC(=O)NCc3ccco3)ccc2o1	3.0%	-4%	1%	u
O=C(NC1(C(F)(F)F)NC(=O)N(Cc2ccco2)C1=O)c1cccs1 (stereo unspecified)	1.2%	-1%	1%	0%
NC(=O)NOC[C@@H]1NC(=O)NC1=O	0.1%[11.4 µM]	-1%[9.22 µM]	-8%[10.9 µM]	-8%[9.22 µM]
O=C(Cn1c(NCCCO)nc2ccccc21)c1cccs1	-1.0%	1%	-5%	6%
Cn1nc(-c2ccccc2F)c2cc(C(=O)NCc3ccccc3Cl)sc21	u	4%	-12%[10.9 µM]	3%
COC(=O)c1ccccc1CCC(C)=O	5.0%	-5%	-40%[inhibitor]	0%
[O-][n+]1c(CN2CCCCC2)nc2cccc3c2c1-c1ccccc1-3	1.1%[11.4 µM]	2%[9.22 µM]	18%[10.9 µM]	-2%[9.22 µM]
Cc1ccc(-n2ncc3c(=O)n(Cc4ccccc4C)cnc32)cc1C	-0.3%	-7%	9%[10.9 µM]	3%
O=C(CCn1ccc2cc(S(=O)(=O)N3CCCC3)ccc21)NCc1ccccc1F	u	6%	-7%[10.9 µM]	-5%
CCc1nn2c(=O)c(S(=O)(=O)Nc3ccc(C)cc3C)c(C)nc2s1	-3.0%	-13%	-12%[10.9 µM]	16%
CCC(C(=O)NC1CCCC1)N(C(=O)Cn1nnc(-c2ccc(OC)c(OC)c2)n1)C1CCCCC1 (stereo unspecified)	-1.0%	-2%	-10%	9%
Cc1nc(SCC(=O)Nn2c(-c3ccccc3)nc3ccccc3c2=O)n[nH]1	-0.4%	12%	1%	1%
COc1ccccc1NC(=O)CSC1=NC(=O)C(NC(C)=O)C(=O)N1 (stereo unspecified)	u	-11%	12%	0%
COc1ccc(-c2cc(C(F)(F)F)n3ncc(C(=O)NCc4ccco4)c3n2)cc1	-1.0%	8%	-1%	6%
CCOc1ccc(CCNC(=O)c2cc(=O)[nH]c3ccc(S(=O)(=O)N4CCCCC4)cc23)cc1OCC	0.1%	-10%	-6%[10.9 µM]	-1%
CCN(CC)c1nn2c(=O)c(C(=O)NCc3ccc(OC)cc3OC)cnc2s1	-0.9%	-21%	-5%[10.9 µM]	-5%
CC(=O)N1CCCC1c1nc2ccccc2n1Cc1ccc(F)cc1 (stereo unspecified)	u	7%	-7%[10.9 µM]	-4%
CC1Cn2c(nnc2C23CC4CC(CC(C4)C2)C3)S1 (stereo unspecified)	0.4%	-6%	-7%	4%
CCOc1ccc(C(=O)Nc2cccc(C)n2)cc1	30%	u	x	5µM*
CCNc1nc(NC(C)C)nc(N(C#N)C(C)C(=O)N(C)C)n1 (stereo unspecified)	x	6%	x	-7%

Random excerpt: 3 entries already listed, in no set order.
SMILES	IkB signaling	p53ts 39C tox	Peg3 imprint	p53ts 32C tox
CCOc1ccc(C(=O)Nc2cccc(C)n2)cc1	30%	u	x	5µM*
COC(=O)c1ccccc1CCC(C)=O	5.0%	-5%	-40%[inhibitor]	0%
O=C(CCn1ccc2cc(S(=O)(=O)N3CCCC3)ccc21)NCc1ccccc1F	u	6%	-7%[10.9 µM]	-5%

Continued.
SMILES	IkB signaling	p53ts 39C tox	Peg3 imprint	p53ts 32C tox
COc1ccc(N2CCN(C(=O)CN3C(=O)c4ccccc4S3(=O)=O)CC2)cc1	-0.7%	9%	4%	1%
COc1ncc2nc(-c3ccc(F)cc3)c(=O)n(Cc3cccs3)c2n1	3.9%[11.4 µM]	-2%	7%	-5%
COc1cccc(-c2nc(=S)c3c(n2CCCO)CCCC3)c1	-0.1%	14%	-7%	7%
O=C(Nc1nnc(S(=O)(=O)N2CCCCCC2)s1)c1ccccc1Br	0.6%	-11%	-10%[10.9 µM]	15%
CCCCC(=O)Nc1ccc(NC(=O)CC)cc1OC	-0.4%	0%	6%	-2%
O=C(c1cc2ccccc2oc1=O)N1CCN(Cc2ccc3c(c2)OCO3)CC1	u	7%	-5%	-8%
CC1CCN(S(=O)(=O)c2ccc3c(c2)oc(=O)n3CC(=O)N2c3ccccc3CC2C)CC1 (stereo unspecified)	-0.4%	3%	-19%	7%
Cn1c(NCc2cccc(Br)c2)nc2ccccc21	5.4%	0%	-18%	12%
COCCCn1c(Cc2csc(Nc3cccc(Cl)c3)n2)nnc1SCC(=O)OC	0.3%	-1%	-3%	3%

Compound activity as filed in PubChem.
